Screening data as filed in PubChem BioAssay.
MgcRacGAP inhibition: MgcRacGAP GTPase-activating activity inhibitors, confirmation, biochemical, ADP Hunter fluorescence. 340,000 tested, 0.6% active. AID 624330, 2012. Rac GTPase-activating protein 1 (Homo sapiens). MgcRacGAP-stimulated Rac1 GTP hydrolysis, ADP Hunter fluorescence; higher % means a stronger effect; GST-tagged Rac1 F28L mutant substrate. inhibition, % at 30 µM, or IC50 in µM where a hit was titrated;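 active = first-screen hits whose inhibition reached a set limit at any dose in the follow-up dose series; inconclusive = inhibition above the set first-screen limit but never retested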;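 also: fluorescence reports GDP produced by GAP-driven GTP hydrolysis; strong numbers were not always called active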
T cell HTS: modulators of CD8 T cell-vesicle binding, primary screen, mouse 2C CD8+ T cells, flow cytometry. calls only at 7 µM. 330,000 tested, 0.068% active. AID 2052, 2009. 2C CD8+ T cell-vesicle binding; hits give low values;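 active = response, share of CD8 T cells binding vesicles, and their 90th percentile fluorescence all below set limits, cut at about 80% in these data, passing the limit was not always enough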
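material = purified 2C TCR transgenic mouse naive CD8+ T cells | controls = Unloaded micro-vesicles (low), QL9 vesicles with 0.7% DMSO (high) | detection = cytometric PE anti-B7-1 and Alexa647 anti-CD8 signals after 1% paraformaldehyde fixation | incubation = binding step 1.5 h, 37 °C, antibody labelling 20 min, ice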
UTI89 phage lysis: inhibition of K1F phage lysis, E. coli UTI89, bacterial capsule biogenesis inhibitors, alamar blue (AID 488966). E. coli UTI89 K1F phage lysis, alamar blue, 2 h; higher % means a stronger effect. 340,000 tested, 0.02% active. inhibition, % at 100 µM; hits with a dose series show IC50 in µM;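 active = phage lysis inhibition, versus mean bacterial control, above a set limit; inconclusive = no clear call, values can overlap the other calls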;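 also: capsule biogenesis inhibitors block K1F phage lysis so surviving cells raise fluorescence; higher fluorescence means more inhibition of phage lysis; actives were called in the ten point dose series up to 300 µM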
TNAP activators: human TNAP enzyme activators, primary screen, biochemical, luminescent, no phosphate acceptor, uHTS (AID 1001). purified TNAP, luminescent activation assay, no phosphate acceptor; higher activation fold means a stronger effect. one-dose activation fold at 20 µM; EC50 in µM for titrated hits. Alkaline phosphatase, tissue-nonspecific isozyme (Homo sapiens). 200,000 tested, 0.03% active; in the data active = activation fold from about 3, or a potency from the dose series; inactive = the rest, 99 in 100 with activation fold below about 1.6; also: many of its hits are not listed in these tables
NTR1 ag: agonists of NTR1, primary screen, imaging, U2OS cells, beta-arrestin-GFP, high content (AID 493036). NTR1-U2OS beta-arrestin-GFP spot imaging, agonist mode. Neurotensin receptor type 1 (Homo sapiens), P30989. 330,000 tested, 0.17% active. activation, % at 20 µM;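 active = activation at or above 40% of the spot to cytoplasm intensity ratio, with at least 20 cells analyzed; inconclusive = wells under 20 cells, flagged as cytotoxic or low count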;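 also: 0% = DMSO without peptide and 100% = 100 nM NTR1 peptide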
Target sequence (P30989 whole entry, looked up): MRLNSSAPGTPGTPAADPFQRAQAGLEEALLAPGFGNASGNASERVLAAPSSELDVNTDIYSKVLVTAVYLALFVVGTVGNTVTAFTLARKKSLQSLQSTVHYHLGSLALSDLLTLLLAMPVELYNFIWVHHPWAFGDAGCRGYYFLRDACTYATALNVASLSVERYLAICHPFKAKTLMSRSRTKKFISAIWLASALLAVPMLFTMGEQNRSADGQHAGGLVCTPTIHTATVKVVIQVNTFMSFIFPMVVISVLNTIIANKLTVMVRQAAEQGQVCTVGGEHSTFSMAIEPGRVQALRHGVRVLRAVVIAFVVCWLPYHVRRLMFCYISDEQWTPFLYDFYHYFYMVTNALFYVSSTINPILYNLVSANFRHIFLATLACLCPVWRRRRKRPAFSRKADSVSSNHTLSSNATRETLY
RSV CPE inhibition: RSV antiviral activity via CPE protection, HEp-2 cells, primary 10 µM value included (AID 2391); HEp-2 cells, RSV-induced CPE inhibition; higher % means a stronger effect; CPE inhibition, % at 10 µM, or IC50 in µM where a hit was titrated; 310,000 tested, 0.13% active; in the data active = a potency from the dose series; inconclusive = CPE inhibition mostly from about 23% at the one dose, without a potency; inactive = the rest, 99 in 100 with CPE inhibition below about 21%; also: strong numbers were not always called active
PhoP inhibition: inhibitors of PhoP regulon expression, primary screen, Salmonella Typhimurium, GFP reporter (AID 1863); inhibition, % at 50 µM; hits with a dose series show IC50 in µM; S. Typhimurium PhoP-regulated promoter GFP reporter, 4 h; higher % means a stronger effect; 300,000 tested, 0.16% active;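 active = inhibition over 29.93%, a cutoff 3 SD above the screen mean, later confirmed by dose response; inconclusive = inhibition over 29.93% but no dose response follow-up; inactive = inhibition at most 29.93% or unconfirmed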;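 also: 0% = low Mg2+ inducing control and 100% = high Mg2+ repressing control; strong numbers were not always called active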
Myeloid diff 2: induction of myeloid progenitor differentiation, primary screen, cell-based, flow cytometry, MLPCN library. calls only at 10 µM. ER-HoxA9 myeloid progenitors, lysozyme-GFP differentiation. 360,000 tested, 1% active;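 active = normalized GFP-positive differentiation at or above the plate's own cutoff, the solvent-only control mean plus 3 SD; inconclusive = no clear call, values can overlap the other calls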;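 also: cells exposed to compound for four days before flow analysis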
Large T inhibition: SV40 large T antigen inhibitors, biochemical (AID 1903) | inhibition, % at 20 µM, or IC50 in µM where a hit was titrated | SV40 large T antigen ATPase/helicase inhibition assay; higher % means a stronger effect | 310,000 tested, 0.39% active; in the data active = a potency from the dose series; inconclusive = inhibition mostly from about 32% at the one dose, without a potency; inactive = the rest, 99 in 100 with inhibition below about 32%; also: strong numbers were not always called active
T cell HTS vesicle-bound %: further read-out of T cell HTS, marked with its call; double positive events, %; measured here: CD8+ vesicle-bound cell fraction;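 binding gate set so that unloaded-vesicle control wells show 10% double positive cells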
NTR1 ag cell count 20 µM: recorded beside NTR1 ag, whose call it bears; cell count; measured here: cell count, cytotoxicity flag
Myeloid diff 2 GFP+ MAC1+ %: also measured in Myeloid diff 2; calls as there; GFP+ MAC1+ double positive, %; measured here: differentiation confirmed by MAC1 staining
An asterisk follows results filed as active; i = inactive; ? = inconclusive; . = not tested or not shown; + = active, no number; [ ] = another dose, or the depositor's remark.

SMILES	MgcRacGAP inhibition	T cell HTS	T cell HTS vesicle-bound %	UTI89 phage lysis	TNAP activators	NTR1 ag	NTR1 ag cell count 20 µM	RSV CPE inhibition	PhoP inhibition	Myeloid diff 2	Myeloid diff 2 GFP+ MAC1+ %	Large T inhibition
COc1ccc(NC(=O)c2cc(-c3ccccc3)on2)cc1OC	11%	i	55	0.2%	.	0.5	58	0.5%	-5%	i	0.5	6%
COCCn1c(-c2ccccc2Cl)nc2c(c(=O)c3ccccc3n2C)c1=O	0%	i	34	1.0%	1.2	0.3	50	15µM*	3%	i	1.2	4%
COc1ccc2c(c1)CC/C(=C/c1ccco1)C2=O	10%	i	36	4.1%[50 µM]	1.2	-0.2	59	1.6%	3%	i	0.5	9%
Cc1cccc(Oc2cc(N)cc([N+](=O)[O-])c2)c1	7%	i	6	0.7%[50 µM]	1.1	1.6	45	2.0%	23%	i	0.6	-7%
Cc1c(Cl)cccc1NC(=O)CC1NCCNC1=O (centres undefined)	10%	i	13	0.1%	1	1.1	71	0.7%	3%	i	0.2	14%
COC(=O)C1=C(C)Nc2ncnn2C1c1ccccn1 (centres undefined)	3%	i	16	-2.4%	1.1	1.0	80	0.3%	2%	i	10	20%
C/C(=N/NC(=O)c1ccc(Br)o1)c1cccc(NC(=O)c2ccc(F)cc2)c1	10%	i	33	0.2%	.	3.4	75	13%	-3%	i	1.7	9%
CC1CCN(CCOc2ccccc2-c2ccccc2)CC1	?	i	6	0.5%[50 µM]	1.1	3.1	87	0.7%	-6%	i	0.3	8%
COc1ccc(C(=O)Nc2ccc(S(=O)(=O)Nc3nccc(C)n3)cc2)cc1	4%	i	61	0.4%	.	0.3	82	0.3%	6%	i	0.5	5%
COc1cc2c(cc1OC)-c1cc3ccc4c(c3c[n+]1CC2)OCO4	5%	i	61	0.7%	0.9	17	54	0.5%	-21%	+	7.4*	19%
CCc1nc(N2CCC3(CC2)OCCO3)c2nnn(Cc3ccccc3Cl)c2n1	8%	i	65	0.3%	0.9	3.7	44	4.7%	3%	i	0.8	-4%
COc1ccc(Cn2nnnc2CN2CCc3ccccc3C2)cc1	-1%	i	12	-0.4%	1.1	-1.6	83	0.7%	24%	i	0.9	18%
CC(C)(C)SCCNC(=O)c1ccc(Cl)c(S(=O)(=O)N2CCOCC2)c1	5%	i	36	4.3%	.	-1.8	79	16%	.	i	0.7	.
O=[N+]([O-])c1ccc(O)c(/C=N/Nc2nn[nH]n2)c1	-3%	i	26	-1.2%	0.6	-0.4	37	-1.4%	6%	i	0.7	7%
CC(Oc1ccccc1)C(=O)NC1CC(C)(C)NC(C)(C)C1 (centres undefined)	8%	i	8	0.1%	1.1	-2.4	82	1.4%	-3%	i	0.6	-2%
Cc1ccc(S(=O)(=O)N2C(=O)CCC2C(=O)Nn2cnnc2)cc1 (centres undefined)	1%	i	46	0.2%	1.1	-0.5	81	0.8%	4%	i	0.7	14%
CCCN1CCN(S(=O)(=O)c2ccc3c(c2)NC(=O)C(C)C(=O)N3)CC1 (centres undefined)	-3%	i	18	-0.4%	.	-2.4	66	1.4%	.	i	4.2	11%
COc1ccc(S(=O)(=O)Nc2ccc(C)c(S(=O)(=O)N3CCOCC3)c2)cc1[N+](=O)[O-]	6%	.	.	1.3%[50 µM]	.	-0.8	67	.	.	i	0.5	.
O=c1oc(-c2cccs2)nc2sc3c(c12)CCC3	4%	i	41	0.5%	1.1	1.2	58	0.3%	7%	i	1.1	4%
COc1ccc(NC(=O)C2CCC(CNC(=O)[C@@H]3Cc4ccccc4CN3)CC2)cc1 (some centres undefined)	9%	i	6	0.1%	.	-0.6	54	1.3%	11%	i	1.6	18%
O=C(COC(=O)CC1CC2CCC1C2)NCc1ccc(Cl)cc1 (centres undefined)	3%	i	27	0.4%	.	-1.2	49	.	.	i	1.0	.
CN(C)CCn1cnc2c(c1=N)C(c1ccccc1)c1ccc3ccccc3c1O2 (centres undefined)	15%	i	22	0.8%	.	6.6	29	1.6%	-9%	i	0.5	20%
COCCn1c(SCC(=O)NC(=O)NC(C)(C)C)nc2ccccc21	8%	i	24	6.0%	1	0.8	52	1.5%	-6%	i	3.4	14%
CC1CN(CC(O)COC(c2ccccc2)c2ccccc2)CC(C)O1 (centres undefined)	7%	i	63	3.7%[50 µM]	1	1.8	43	2.7%	4%	i	1.5	6%
O=C(CNC(=O)c1ccccn1)N=Nc1c(O)[nH]c2ccccc12	7%	i	54	1.1%	.	1.4	41	1.3%	13%	i	8.7	8%

New compounds follow:
SMILES	MgcRacGAP inhibition	T cell HTS	T cell HTS vesicle-bound %	UTI89 phage lysis	TNAP activators	NTR1 ag	NTR1 ag cell count 20 µM	RSV CPE inhibition	PhoP inhibition	Myeloid diff 2	Myeloid diff 2 GFP+ MAC1+ %	Large T inhibition
O=c1[nH]c(CSc2nnnn2-c2ccccc2)nc2ccccc12	15%	i	31	-0.3%	1.1	-1.1	91	-1.2%	-3%	i	0.5	1%
Cc1noc(C)c1NC(=O)Nc1ccc2c(c1)C(=O)N([C@H](C)CO)C[C@H](C)[C@H](CN(C)C)O2	8%	i	20	0.3%	.	-2.1	74	.	.	i	1.2	.
O=C(O)c1ccc2c(c1)C(c1ccccc1)OC2=O (centres undefined)	4%	i	45	0.3%	1.1	0.5	72	2.5%	-1%	i	0.9	11%
O=C(CSc1cn[nH]n1)Nc1cccc(C(=O)O)c1	44%	i	41	-1.0%	.	-0.4	48	1.3%	3%	i	2.1	8%
CC1(C)CC(=O)C=C(NCc2cccnc2)C1	7%	i	26	1.7%	1.1	0.0	59	1.0%	10%	i	0.7	-3%
CN(CC(=O)NCc1ccco1)CC(=O)Nc1c(Cl)cccc1Cl	2%	i	13	1.1%[50 µM]	.	0.4	70	0.2%	.	i	1.0	.
Cc1cccc(C(CC(=O)NCc2ccco2)c2ccccc2)c1O (centres undefined)	7%	i	21	0.2%	1.1	-2.2	21	2.4%	1%	i	0.3	9%
Cc1oc2c(C)c3oc(=O)c(CC(=O)N[C@@H](CC(C)C)C(=O)N[C@@H](Cc4ccccc4)C(=O)O)c(C)c3cc2c1C	29%	i	29	-2.4%	.	9.5	79	.	10%	i	2.7	27%
COCCCNC(=O)CSC1=Nc2ccccc2C2=NC(CC(=O)NCc3ccccc3)C(=O)N12 (centres undefined)	1%	i	49	3.0%	1.1	1.6	61	0.2%	4%	i	0.9	5%
CC(C)(C)NC(=O)N1CCN(S(=O)(=O)c2ccc3c(c2)CCC3)CC1	3%	i	36	0.2%[50 µM]	.	2.1	60	0.4%	.	i	1.8	.
CCN(CC)C(=O)c1sc2nc(-c3ccc(OC)cc3)cn2c1C	8%	i	46	0.5%	1.2	-1.7	75	6.5%	7%	i	0.5	16%
Cc1nn(-c2ccccc2)c(Cl)c1C(=O)NNC(=O)c1ccccc1O	4%	i	33	1.1%[50 µM]	.	1.4	56	0.9%	.	i	1.2	.
Cc1cc(O)c(NC(=O)c2cccc([N+](=O)[O-])c2)cc1C	12%	i	57	0.1%	.	0.0	65	3.4%	-9%	i	0.2	4%
O=C(CCC(=O)N1CCOCC1)NCCc1ccccc1	1%	i	33	0.5%[50 µM]	.	4.2	59	0.5%	.	i	0.8	.
CS(=O)(=O)N(CC(=O)NCc1ccncc1)C1CCCCC1	5%	i	19	0.5%	1.1	0.9	51	1.6%	-2%	i	0.1	1%
Cc1cccc(NC(=O)CSCC(=O)N(C)Cc2c(F)cccc2Cl)c1	4%	i	38	0.7%[50 µM]	.	1.3	54	2.1%	5%	i	0.9	13%
COc1ccc(C(=O)Nn2c(SCC(=O)N3CCC(C)CC3)nc3ccccc3c2=O)cc1	5%	i	49	0.7%	1.1	0.7	83	-1.9%	36%	i	0.3	16%
COc1ccc(NC(=O)C(=O)NCC(=O)Nc2cccc(C(F)(F)F)c2)cc1	4%	i	31	1.3%	1.1	2.4	62	-1.0%	8%	i	0.6	4%
Cc1ccc(S(=O)(=O)NCC(=O)N(CC2CCCO2)C(C(=O)NC2CCCCC2)C(C)C)cc1 (centres undefined)	0%	i	20	1.9%	.	-0.6	48	0.5%	-2%	i	1.2	6%
CCC(C)(O)c1[nH]c2ccc(C(=O)OC)cc2c1C (centres undefined)	4%	i	10	2.2%	.	-6.3	81	5.9%	-5%	i	2.8	2%
COC(=O)Cn1c(C)c(/C=C/c2cc[n+](C)cc2)c2ccccc21	16%	i	58	0.2%	.	-2.0	56	0.1%	-15%	+	17*	14%
COc1ccc(C(=O)c2ccccc2Cl)cc1OC	13%	i	57	0.2%	1.1	-0.7	77	2.5%	-4%	i	0.0	14%
O=C(NC1=C(Nc2ccc(F)cc2)C(=O)c2ccccc2C1=O)c1ccc(Cl)cc1	6%	i	45	-0.8%	0.9	1.7	40	1.3%	8%	i	3.0	0%
COc1ccc(OCC(=O)Nc2ccc(S(=O)(=O)Nc3cc(C)nc(C)n3)cc2)cc1	10%	i	26	0.3%	1	0.2	61	0.6%	11%	i	0.8	5%
CCOP(=O)(OCC)C(Nc1ccc([N+](=O)[O-])cc1)c1ccc(Cl)cc1 (centres undefined)	-7%	i	24	-0.6%	1.1	0.9	33	4.5%	0%	i	0.8	-1%
COc1ccc(C(=O)Nc2ccc(NS(=O)(=O)c3ccccc3)cc2)cc1OC	12%	i	41	0.3%	.	0.2	54	0.6%	1%	i	0.5	26%
CCN(CC(=O)NCc1cccs1)C(=O)COc1cccc(C(F)(F)F)c1	2%	i	22	0.8%[50 µM]	.	-1.8	48	0.2%	.	i	0.5	.
Cc1nnc2c(-c3ccccc3)nc3ccccc3n12	0%	i	38	0.8%	1.1	2.4	52	1.1%	-8%	i	0.7	12%
